LEDGF integ inh = blocks HIV-1 LEDGF/p75-dependent DNA integration; 370,000 compounds, 0.64% hits; TR-FRET IN-LEDGF/p75 DNA integration, Eu/Cy5; inhibition, % at 3.7 µM; AID 743269;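 active means inhibition above the screen-wide mean plus 3 SD, cut at about 13% in these data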;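 further: signal is the Cy5 over europium emission ratio at 671 and 618 nm; 0% = plate median of compound wells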
TCR CD3 inh = human TCR-CD3 binding inhibition. TAMRA-labeled TCR probe fluorescence, biochemical. inhibition, % at 9.4 µM. 360,000 compounds, 0.37% hits; in the data active means inhibition above about 19%;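 further: recombinant mutant TCR 2C K166C tagged with TAMRA read by polarization; 0% = receptor in buffer alone and 100% = receptor with positive control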
PRMT1 FP inh = inhibitors of human PRMT1. recombinant PRMT1, activity-based probe fluorescence polarization. inhibition, % at 2.79 µM. 370,000 compounds, 1.3% hits. Q99873;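 active means inhibition above about 21% made by adding two undisclosed values, limit read from the data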
rCAG RNA binder = binds r(CAG) RNA repeats; r(CAG) RNA repeat, TO-PRO-1 dye displacement fluorescence; AID 651821; inhibition, % at 3 µM; 370,000 compounds, 1.3% hits;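 active means inhibition above the plate cutoff, the mean of all test compounds on that plate plus 3 SD, cut at about 35% in these data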;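 further: 0% = DMSO alone and 100% = 100 µM mitoxantrone as full dye displacement; higher means more dye released from RNA so lower well fluorescence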
mABHD4 FP = ABHD4 (mouse) inhibition, primary FP screen | inhibition, % at 8.92 µM | purified mABHD4, FP-Rh probe fluorescence polarization | Q8VD66 | 370,000 compounds, 0.54% hits;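 active means inhibition exceeding the mean over every tested compound plus 3 SD, cut at about 30% in these data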;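 further: 0% = plate median of compound wells and 100% = S159A mutant with DMSO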
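Material: mouse ABHD4 enzyme, wild type; Benchmarks: S159A mutant high control, sample median low control; Buffer or medium: HEPES pH 7.0, NaCl, Pluronic buffer; Signal: fluorescence polarization; Read-out: percent inhibition of probe binding, normalized to plate controls; Timing: pre-incubation 45 min, probe exposure 60 min, at 25 °C; Dosing: 8.92 µM, single dose.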
HTRA1 inh = blocks human HTRA1 serine peptidase. 340,000 compounds, 0.5% hits. AID 504803. recombinant HTRA1, FP-rhodamine activity-based probe, fluorescence polarization. inhibition, % at 5.96 µM; in the data active means inhibition above about 36%;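 further: 0% = enzyme with DMSO and 100% = wells lacking enzyme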
Target sequence (Q92743 whole entry, looked up): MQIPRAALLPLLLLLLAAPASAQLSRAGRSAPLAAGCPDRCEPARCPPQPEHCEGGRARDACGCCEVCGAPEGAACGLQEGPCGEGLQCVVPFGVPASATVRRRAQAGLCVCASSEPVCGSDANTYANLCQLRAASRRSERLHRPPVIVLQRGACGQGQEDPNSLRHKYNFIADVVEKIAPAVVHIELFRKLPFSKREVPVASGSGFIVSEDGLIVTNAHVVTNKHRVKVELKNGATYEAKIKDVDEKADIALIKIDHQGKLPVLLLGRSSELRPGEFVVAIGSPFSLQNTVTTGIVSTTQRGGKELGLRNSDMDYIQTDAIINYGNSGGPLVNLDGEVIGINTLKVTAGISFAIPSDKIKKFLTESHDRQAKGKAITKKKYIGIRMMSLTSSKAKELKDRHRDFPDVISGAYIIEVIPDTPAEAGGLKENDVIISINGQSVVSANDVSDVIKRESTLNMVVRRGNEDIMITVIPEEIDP
TDP2 absorb = TDP2 (human) inhibition, absorbance primary screen. O95551. recombinant TDP2, T5PNP hydrolysis, p-nitrophenol absorbance 415 nm. inhibition, % at 12.8 µM. 370,000 compounds, 0.34% hits;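 active means inhibition above the mean of all tested compounds plus 3 SD, set per campaign, cut at about 25% in these data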;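 further: 0% = DMSO with enzyme and 100% = buffer with substrate but no TDP2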
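Evaluation: % inhibition relative to enzyme-containing and enzyme-free wells. Material: recombinant human TDP2. Benchmarks: enzyme-free and DMSO wells. Timing: enzyme reaction with compound for 2 h at 37 °C. Compound dosing: 12.8 µM only. Measured by: p-Nitrophenol epi absorbance. Reagent: T5PNP substrate at 5 mM, a TopII-DNA adduct mimic. Replication: single well per compound.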
MBD2 inh = blocks human MBD2 binding to methylated DNA. TR-FRET, MBD2 binding to methylated oligonucleotide. inhibition, % at 4.4 µM. 370,000 compounds, 0.31% hits; in the data active means inhibition above about 13%
Target sequence (Q9UBB5 whole entry, looked up): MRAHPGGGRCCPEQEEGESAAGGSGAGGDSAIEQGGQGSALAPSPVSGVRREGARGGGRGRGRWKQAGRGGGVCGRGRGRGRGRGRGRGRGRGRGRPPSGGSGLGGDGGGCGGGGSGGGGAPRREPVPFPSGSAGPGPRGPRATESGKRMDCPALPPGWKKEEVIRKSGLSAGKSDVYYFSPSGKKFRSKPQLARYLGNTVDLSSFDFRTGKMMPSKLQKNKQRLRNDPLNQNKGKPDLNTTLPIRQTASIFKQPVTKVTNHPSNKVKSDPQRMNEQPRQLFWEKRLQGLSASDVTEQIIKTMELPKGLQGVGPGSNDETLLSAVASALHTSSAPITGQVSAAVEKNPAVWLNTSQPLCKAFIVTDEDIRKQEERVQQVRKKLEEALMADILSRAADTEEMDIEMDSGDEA
NPR2 activator = GC-B (human) receptor activation | P20594 | HEK293-GC-B cells, CNP EC30, cGMP TR-FRET; 0% at EC30 CNP, 100% saturating CNP | activation, % at 10 µM | 370,000 compounds, 0.11% hits;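 active means activation at 10 µM reaching about 35% in either raw or pattern-adjusted values, limit read from the data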
SIAE inh = human SIAE inhibition, primary screen. 370,000 compounds, 0.69% hits. SIAE FP-Rh probe binding, fluorescence polarization. inhibition, % at 9.66 µM. Q9HAT2. AID 1053197;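 active means inhibition above a cutoff: mean of compounds within the control limits plus 3 SD of those, cut at about 17% in these data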;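 further: 0% = plate median of compound wells and 100% = probe without SIAE protein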
The depositor's hits bear a star; x = no result given.

Results follow in this order: LEDGF integ inh | TCR CD3 inh | PRMT1 FP inh | rCAG RNA binder | mABHD4 FP | HTRA1 inh | TDP2 absorb | MBD2 inh | NPR2 activator | SIAE inh
- COc1ccccc1N1CCN(C(CNS(=O)(=O)c2cccs2)c2cccnc2)CC1 (stereo unspecified)
  1 | 0 | -5 | 2 | 12 | -1 | 12 | -2 | 0 | 9
- Cc1cc(C)c(C#N)c(SCc2ccccc2C(=O)O)n1
  3 | 3 | -2 | 3 | 4 | -2 | 0 | -6 | 0 | 2
- COC(=O)C1CCN(C(c2cc(OC)c(OC)c(OC)c2)c2sc3nc(C)nn3c2O)CC1 (stereo unspecified)
  -4 | -9 | 5 | 0 | 0 | -2 | 6 | 2 | -1 | -1
- CCOC(=O)[C@@H]1[C@H]2COc3cc(OC)ccc3[C@@H]2N2C(=O)N(c3ccc(C)cc3)C(=O)[C@]12C
  0 | 6 | -2 | -6 | -10 | -39 | 5 | 1 | 8 | 13
- CCS(=O)(=O)N1CCC(NC(=O)C(Cc2cc(OC)ccc2OC)NC(C)=O)CC1 (stereo unspecified)
  -1 | 2 | 3 | -4 | 1 | 1 | 7 | 2 | -1 | 0
- CSc1ccc(S(=O)(=O)Nc2c(C)n(C)n(-c3ccccc3)c2=O)cc1
  3 | 0 | 4 | -1 | -7 | 0 | -7 | 5 | -4 | 5
- CSc1ccccc1NC(=O)c1ccccc1N(C)S(C)(=O)=O
  2 | -3 | 0 | -2 | -7 | 2 | 4 | -4 | 0 | 10
- Cc1ccc(C(=O)Nc2ccccc2C(=O)NC(C(=O)O)C(C)C)cc1 (stereo unspecified)
  0 | -1 | 3 | 8 | 4 | 3 | 16 | 2 | 2 | -5
- Cc1ccc(N2C(=O)C3NN=C(C(=O)OCc4ccccc4)C3C2=O)cc1 (stereo unspecified)
  4 | 3 | 2 | 1 | -5 | -6 | -15 | 4 | 1 | 5
- C=CCn1c(CCCNC(=O)C(C)(C)C)nc2ccccc21
  3 | -3 | 3 | -3 | -7 | 4 | -3 | 5 | -9 | -5
- Clc1ccccc1CN1CCN(/N=C/c2ccncc2)CC1
  1 | -3 | -1 | -7 | 4 | 1 | 7 | -1 | 5 | 6
- Cc1cc(C)nc(NC(=O)Nc2ccc3c(c2)OCO3)c1
  1 | -3 | 3 | -3 | 2 | -15 | -1 | 1 | -2 | -2
- CC1(C)Oc2ccc3ccc(=O)oc3c2CC1O (stereo unspecified)
  -2 | -8 | 5 | -3 | -4 | 8 | -9 | 3 | 1 | -7
- COc1ccccc1NS(=O)(=O)c1cc(NC(=O)CC(C)(C)C)ccc1N1CCOCC1
  -4 | 0 | -1 | 3 | -10 | x | -1 | 1 | -2 | -2
- CC(C)(C)SCCNC(=O)/C=C/c1ccccc1
  0 | 4 | -1 | -5 | -3 | x | 16 | 2 | 4 | -4
- CCCc1cc(=O)[nH]c(/N=C(\N)Nc2ccccc2)n1
  5 | 7 | -4 | 0 | 1 | 0 | 3 | 3 | -4 | 6
- CC(C)Cn1nc(NS(=O)(=O)c2cccc3nonc23)c2cc3ccccc3nc21
  0 | -7 | 4 | 53* | 14 | 8 | 6 | -7 | 1 | 10
- CCOc1ccc(NC(=S)N2CCN(S(=O)(=O)c3ccccc3)CC2)cc1
  -1 | 1 | -2 | 0 | -8 | 0 | -3 | -3 | -3 | 8
- Cc1ccnc(SCc2cc(=O)c(OC(=O)c3cc([N+](=O)[O-])ccc3Cl)co2)n1
  3 | 3 | 0 | 0 | 3 | 5 | 2 | -2 | -2 | 3
- COc1cccc(NC(=O)CN(C)C(=O)Cc2cccc3ccccc23)c1
  -1 | 7 | -7 | 0 | -2 | -5 | -9 | 6 | 4 | -2
- COc1ccccc1-c1nc2s/c(=C\c3cccs3)c(=O)n2n1
  -1 | 2 | -1 | 14 | 4 | -1 | 1 | -2 | 10 | 2
- Cc1nc2ccccc2c(=O)n1NC(=O)c1cc(Br)ccc1Cl
  -6 | -6 | 5 | 2 | 7 | -2 | 2 | 9 | -1 | 6
- Cc1ccc(C(=O)N/C(=C/c2ccco2)C(=O)N2CCCCCC2)cc1
  -2 | 1 | 10 | 1 | 15 | -5 | 4 | -4 | 3 | 5
- COCCn1c(SCC(=O)N2CC(=O)Nc3ccccc32)nnc1-c1ccoc1C
  4 | -1 | -1 | 3 | -11 | 6 | -13 | -5 | -3 | -2
- CCOc1ccccc1C1NC(=O)NC(C)=C1C(=O)OCc1ccco1 (stereo unspecified)
  0 | -2 | 0 | -3 | 3 | -6 | 1 | 6 | 1 | 0
- OCCOc1ccc(CN2CCN(CCCc3ccccc3)C(CCO)C2)cc1 (stereo unspecified)
  3 | -5 | -3 | -4 | -5 | -7 | 6 | -6 | 0 | -4
- CC(=O)c1cccc(NC(=O)COC(=O)Cn2cnc3ccccc32)c1
  0 | -3 | 2 | 2 | -2 | 1 | 8 | 2 | -5 | 15
- COc1ccc(C(=O)NCCCNc2nc3cc(C)cc(C)c3cc2C#N)cc1
  -2 | -12 | 3 | 6 | -4 | -35 | 1 | -2 | 4 | -2
- CCOC(=O)Cc1csc(NS(=O)(=O)c2ccc(SC)cc2)n1
  1 | -1 | 3 | 23 | 1 | 6 | -1 | -2 | 3 | -1
- COc1ccc2nc(NC3=NC(c4ccccc4)CC(=O)N3)nc(C)c2c1 (stereo unspecified)
  0 | 6 | 3 | 30 | 11 | -7 | 3 | -1 | -5 | -1
- CCOC(=O)CCCNC(=O)COC(=O)[C@@H]1CCCN1S(=O)(=O)c1ccc(Cl)cc1
  1 | 0 | -2 | 0 | -3 | -7 | -8 | 7 | 4 | 6
- Cc1cc(NC(=O)COC(=O)c2c(Cl)cccc2Cl)no1
  1 | 8 | 0 | 2 | -2 | -4 | 8 | 0 | -11 | -6
- CC1S/C(=C(\C#N)C(N)=O)N(c2ccc(F)cc2)C1=O (stereo unspecified)
  3 | 3 | 2 | 9 | 3 | 4 | -9 | -2 | -2 | -12
- CCC(C)(C(=O)NC1CCCCC1)N(C(=O)C1CCC(=O)N1)c1ccccc1 (stereo unspecified)
  -1 | 2 | 2 | -6 | 5 | 2 | 7 | -2 | 4 | -6
- COC(=O)c1ccc(COc2ccccc2/C=C(\C#N)C(=O)Nc2ccc(C)cc2)cc1
  -2 | -2 | 3 | -2 | -6 | -2 | 13 | 1 | -5 | -5
- O=P(Cc1cc[n+]([O-])cc1)(c1ccccc1)c1ccccc1
  -2 | 4 | 1 | 3 | -1 | 0 | 1 | -4 | 0 | -2
- COc1ccccc1C1=NOC(C(=O)N2CCN(C(=O)c3ccco3)CC2)C1 (stereo unspecified)
  2 | -2 | -1 | -3 | 2 | 5 | 1 | 4 | 3 | -4
- O=C(NCc1ccccn1)c1c(O)c2cccc3c2n(c1=O)CC3
  1 | -7 | 2 | 4 | 7 | 1 | -1 | -2 | 11 | 2
- Cc1cc(N/N=C/c2ccc(N(C)C)cc2)nc(NCc2ccccc2)n1
  -1 | 5 | 1 | 6 | 16 | x | -6 | -4 | -3 | 3
- CN(C(=O)CSc1nnc(-c2ccncc2)n1C)C1CCS(=O)(=O)C1 (stereo unspecified)
  -5 | -3 | 0 | -3 | 4 | 5 | -16 | -2 | 6 | -3
- CCc1ccc(CN(C(=O)c2cc3ccccc3oc2=O)C2CCS(=O)(=O)C2)cc1 (stereo unspecified)
  2 | -1 | 4 | 7 | 2 | 3 | 1 | 1 | -1 | -4
- CCCn1c(N)c(C(=O)COC(=O)CNC(=O)c2ccccc2OCC)c(=O)[nH]c1=O
  3 | 2 | 0 | 1 | 0 | 6 | 7 | 2 | -2 | -4
- Cc1ccc2nc(-c3ccccc3)cc(C(=O)NNC(=O)c3csc(N4CCOCC4)n3)c2c1
  3 | 1 | -1 | 15 | -7 | -3 | -17 | 0 | 1 | -5
- CCC(C)(C)NC(=O)C(c1ccc(OC)cc1)N(C(=O)CCC(=O)Nc1cc(C)on1)c1ccc(OC)cc1OC (stereo unspecified)
  2 | 3 | 0 | 14 | -2 | 3 | 4 | -1 | -1 | -2
- CCCCn1c(SCC(=O)/C(C#N)=C(\C)N)nc2ccccc2c1=O
  5 | 0 | 3 | 3 | -11 | -30 | 0 | -3 | 7 | -6
- CN1CCN(C2CC(=O)N(c3ccc4c(c3)OCCO4)C2=O)CC1 (stereo unspecified)
  1 | 3 | -1 | -1 | -2 | 0 | 2 | -4 | 7 | 5
- COCCCNC(=O)c1cn(CCOC)c(=O)c2c1c1ccccc1n2C
  -4 | 5 | -2 | -4 | -4 | 0 | 2 | 4 | -2 | 0
- COc1ccc(C(=O)Nc2ccc3nc(N4CCCCC4)cc(C)c3c2)c(OC)c1
  2 | -1 | -5 | 3 | -2 | x | -5 | -4 | -4 | 4
- O=C(NCc1ccccn1)c1ccc(OC2CCN(Cc3ccccc3O)CC2)cc1
  1 | -4 | -2 | -7 | 3 | 0 | 4 | -4 | 0 | 3
- c1ccc(OCCNc2ccn3nc(-c4ccco4)cc3n2)cc1
  -3 | -7 | 21* | 10 | 3 | x | 7 | 2 | 6 | -1
- CSc1nc(-c2ccccc2)c(-c2ccccc2)[nH]1
  -2 | 6 | -1 | -1 | 6 | 0 | -5 | 2 | -6 | 12
- COc1ccccc1Cn1c(=S)[nH]c2cc(C(=O)N3CCN(c4ccccc4OC)CC3)ccc2c1=O
  2 | 5 | -3 | 2 | -5 | 2 | 12 | -1 | 3 | -1
- C=CC[C@@H](CC(=O)N(CCO)Cc1ccccc1)C(=O)N[C@@H](C)COC(=O)[C@@H](CC=C)Cc1ccc(F)cc1
  -1 | 0 | -2 | -7 | -3 | -13 | 0 | -7 | -6 | -5
- Cc1ccc(COc2ccsc2-c2n[nH]c(=S)n2C)cc1
  -1 | 2 | 0 | 4 | -3 | -4 | -6 | -2 | -9 | 8

Rewritten comma-delimited: five of the compounds above.
canonical_smiles,LEDGF integ inh,TCR CD3 inh,PRMT1 FP inh,rCAG RNA binder,mABHD4 FP,HTRA1 inh,TDP2 absorb,MBD2 inh,NPR2 activator,SIAE inh
CN1CCN(C2CC(=O)N(c3ccc4c(c3)OCCO4)C2=O)CC1 (stereo unspecified),1,3,-1,-1,-2,0,2,-4,7,5
CSc1nc(-c2ccccc2)c(-c2ccccc2)[nH]1,-2,6,-1,-1,6,0,-5,2,-6,12
c1ccc(OCCNc2ccn3nc(-c4ccco4)cc3n2)cc1,-3,-7,21*,10,3,x,7,2,6,-1
COCCCNC(=O)c1cn(CCOC)c(=O)c2c1c1ccccc1n2C,-4,5,-2,-4,-4,0,2,4,-2,0
COc1ccc(C(=O)Nc2ccc3nc(N4CCCCC4)cc(C)c3c2)c(OC)c1,2,-1,-5,3,-2,x,-5,-4,-4,4

A portion of the library; count on the stated rates, not on these rows.
